Screens as filed in PubChem.
FBW7 act = human FBW7 E3 ligase activation, primary screen | AID 1259310 | normalized activity (activation), % at 26.1 µM | 650,000 tested, 0.13% active | AlphaScreen FBW7–phospho-cyclin E peptide binding, activator screen | Q969H0; in the data active = normalized activity above about 1.9%;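 note: purified mutant Fbw7 with reduced substrate affinity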
TEAD-YAP inh = TEAD-YAP interaction inhibition | AID 1259422 | 640,000 tested, 1.4% active | inhibition, % at 9.12 µM | HEK-TIYL cells, TEAD-Gal4/YAP UAS-luciferase luminescence; in the data active = inhibition above about 32%;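 note: 0% = median of test compound wells and 100% = reference inhibitor wells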
GPR151 ag = human GPR151 activation | Q8TDV0 | PathHunter beta-arrestin GPR151 cells, luminescence | activation, % at 11.2 µM | 650,000 tested, 1% active | AID 1508602; in the data active = activation above about 4.9%;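 note: 0% = median of compound wells and 100% = cells with positive control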
Target sequence (Q8TDV0 whole entry, looked up): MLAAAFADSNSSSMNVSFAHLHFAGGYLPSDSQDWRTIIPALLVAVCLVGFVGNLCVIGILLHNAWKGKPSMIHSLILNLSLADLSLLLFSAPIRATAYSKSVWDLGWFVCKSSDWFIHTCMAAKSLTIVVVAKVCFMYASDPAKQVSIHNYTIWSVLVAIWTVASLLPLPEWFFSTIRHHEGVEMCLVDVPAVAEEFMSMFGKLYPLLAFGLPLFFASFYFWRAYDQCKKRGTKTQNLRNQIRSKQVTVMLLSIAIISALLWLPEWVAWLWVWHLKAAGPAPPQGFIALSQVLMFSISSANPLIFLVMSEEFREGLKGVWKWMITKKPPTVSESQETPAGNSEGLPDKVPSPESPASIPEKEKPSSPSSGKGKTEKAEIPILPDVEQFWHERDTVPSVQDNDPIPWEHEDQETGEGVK
MITF inh = blocks human microphthalmia-associated transcription factor; O75030; AlphaScreen MITF homodimerization, bead proximity signal; inhibition, % at 2.6 µM; 650,000 tested, 0.91% active; AID 1259374; in the data active = inhibition above about 50%;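 note: 0% = vehicle wells with protein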
Target sequence (O75030 whole entry, looked up): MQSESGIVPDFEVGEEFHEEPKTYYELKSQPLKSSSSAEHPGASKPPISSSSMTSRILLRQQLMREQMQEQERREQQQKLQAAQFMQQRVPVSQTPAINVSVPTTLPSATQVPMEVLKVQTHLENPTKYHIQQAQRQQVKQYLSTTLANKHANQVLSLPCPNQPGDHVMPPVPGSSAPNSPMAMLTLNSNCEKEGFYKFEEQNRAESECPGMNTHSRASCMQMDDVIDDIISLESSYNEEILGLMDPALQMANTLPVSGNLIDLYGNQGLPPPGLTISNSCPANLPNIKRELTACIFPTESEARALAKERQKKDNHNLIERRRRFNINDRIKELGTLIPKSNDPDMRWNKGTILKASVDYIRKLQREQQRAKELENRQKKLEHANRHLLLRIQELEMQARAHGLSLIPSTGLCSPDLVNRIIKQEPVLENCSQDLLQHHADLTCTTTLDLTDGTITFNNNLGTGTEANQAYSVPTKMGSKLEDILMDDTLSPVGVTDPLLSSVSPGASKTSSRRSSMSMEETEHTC
* hit, by the source's call; & = joins results of further samples. Rows were taken by chance; about 3.4% have a hit in one of these screens.

Every second line gives: FBW7 act, TEAD-YAP inh, GPR151 ag, MITF inh
[1] CC1CCCN(c2cc(NCC(=O)O)c3c4c(onc24)-c2ccccc2C3=O)C1 (centres undefined)
 : -0.6, 67*, -1.5, 59*
[2] COc1cccc2c1OCC(CN1CCN(Cc3ccccc3F)C(CCO)C1)=C2 (centres undefined)
 : 0.2, 3, 1.5, 15
[3] Cc1nc(NCc2ccc(Cl)cc2)c2c3c(sc2n1)CCCC3
 : -0.1, -2, -1.0, -3
[4] CCNc1nc(OC)nc(Oc2ccc(=O)n(C)n2)n1
 : 0.1, -1, -0.7, -1
[5] Cc1ccccc1OCCC(=O)NNC(=O)COc1cccc(F)c1
 : 0.1, 0, -0.9, -5
[6] Cc1ccccc1OCC(O)Cn1c(NCc2ccco2)nc2c1c(=O)[nH]c(=O)n2C (centres undefined)
 : -0.1, -1, 0.5, -7
[7] COc1ccccc1NC(=O)NNC(=O)c1cc2occc2[nH]1
 : -0.1, 9, 1.5, 6
[8] Cc1ccc(-c2cc3ncc(C#N)c(N)n3n2)cc1
 : 0.1, -27, -1.4, 7
[9] CNC(=O)CSc1ncnc2sc3c(c12)CCC3
 : 0.0, 7, 1.3, -2
[10] O=C(CC(c1ccccc1)c1ccccc1)N1CCCc2ccccc21
 : -0.2, 6, -0.4, 5
[11] O=C(Nc1cccc(F)c1F)C1CC(O)CN1C(=O)Nc1ccccc1 (centres undefined)
 : 0.3, 0, -1.7, 9
[12] Cn1c(=O)c2c(nc(SCc3nc(N)nc(N4CCCCC4)n3)n2Cc2ccc(C(C)(C)C)cc2)n(C)c1=O
 : 0.4, 14, 0.6, 14
[13] CC(C)(C)n1nc2c(c1NC(=O)c1c(F)cccc1F)CS(=O)(=O)C2
 : 0.0, 1, 0.7, 7
[14] CCOC(=O)c1ccc(N=C2SC(C(=O)Nc3ccc(C)c(Cl)c3)CC(=O)N2C)cc1 (centres undefined)
 : 0.0, 6, 0.4, 8
[15] COc1ccc(Cl)cc1S(=O)(=O)Nc1cccc(-n2c(C)nc3ccccc3c2=O)c1
 : -0.1, 3, 0.7, -19
[16] O=C(O)c1cc(N/N=C/c2ccco2)ccc1Cl
 : 0.0, -65, -8.9, 5
[17] O=C(O)CN1C2=C(C(=O)CCC2)C(c2ccccc2OCc2ccc(Cl)cc2)C2=C1CCCC2=O
 : 0.2, 1, 1.2, 0
[18] COCCn1c(Cc2cccn2C)nnc1SCC(=O)Nc1cc(C)ccc1C
 : -0.1, -3, -1.7, 4
[19] CCC1CCCCN1C(=O)CSc1nc(C)cc(C)n1 (centres undefined)
 : 0.0, -4, -0.9, 7
[20] CCOC(=O)C1=C(C)NC2=C(C(=O)C(C(=O)OC)C(C)C2)C1c1ccc(Cl)c(Cl)c1 (centres undefined)
 : 0.3, 13, 1.2, -8

Next section.
Every second line gives: FBW7 act, TEAD-YAP inh, GPR151 ag, MITF inh
[21] OC(COc1ccccc1)CN1CCc2nc3ccncc3cc2C1 (centres undefined)
 : 0.4, 2, 2.4, 12
[22] CCOC(=O)N1CCc2c(sc(NC(=O)c3nc4ccccc4s3)c2C(N)=O)C1
 : -0.1, -2, -1.8, -3
[23] Cc1ccc(OC(=O)c2ccc(NC(=O)c3ccco3)cc2)cc1C
 : 1.2, 6, -1.5, 4
[24] Cc1cccc(S(=O)(=O)Nc2ccc(S(=O)(=O)Nc3nccs3)cc2)c1
 : 0.1, -3, 1.8, -8
[25] COc1cc(/C=C/c2c([N+](=O)[O-])c(=O)n(C)c(=O)n2C)cc(OC)c1OC
 : 0.2, 2, 0.8, 10
[26] O=C(/C=C/c1ccc([N+](=O)[O-])cc1)NCCSC1CCCCC1
 : 0.2, 8, -1.8, 28
[27] COc1ccc(-n2nc(C(=O)NCC(=O)N(C)C3CCCCC3)c3ccccc3c2=O)cc1OC
 : 0.0, 26, 1.1, 16
[28] C(CCNc1nc2nonc2nc1N1CCSCC1)CCN1CCOCC1
 : -0.1, -11, -0.1, -1
[29] CS(=O)(=O)Nc1ccc(-c2csc(-c3ccccc3)n2)cc1
 : 0.0, -75, -2.3, 17
[30] CC(=O)N/N=C/c1cccc(C(F)(F)F)c1
 : -0.1, 8, 0.7, 11
[31] COc1ccccc1N1CC(O)=C(c2nc3ccccc3[nH]2)C1=N
 : -0.2, -2, -0.3, -3
[32] CCc1nnc(N/N=C/c2ccccc2C(F)(F)F)n1N
 : -1.6, -6, -0.5, 5
[33] Cc1ccc(C(=O)Nc2ccc(NC(=O)CN3CCCC(C)C3)c(C)c2)cc1 (centres undefined)
 : -0.1, 3, 0.5, -4
[34] COc1ccc2cc(C(=O)C3CCCN(C(=O)c4ccc[n+]([O-])c4)C3)ccc2c1 (centres undefined)
 : 0.1, -3, 0.3, -4
[35] O=C(Nc1ccc(-c2ccn[nH]2)cc1)C1CCCN(Cc2cccc3nonc23)C1 (centres undefined)
 : 0.1, 7, -1.4, 5
[36] COc1ccc(N2CCN(S(=O)(=O)c3ccc(F)c(C(=O)Nc4cc(C)ccc4OC)c3)CC2)cc1
 : 0.0, -10, 0.9, 3
[37] COC(=O)c1ccc(Cl)c(NC(=O)CSc2nnc(-c3ccncc3)o2)c1
 : 0.1, 2, 0.2, 11
[38] CCOC(=O)Cn1c(=O)c2c(nc3n(-c4ccc(Cl)cc4)c(C)c(C)n23)n(C)c1=O
 : 0.0, 3, 1.7, 0
[39] O=c1/c(=C/c2cccc(OCc3cccc4ccccc34)c2)sc2nc3ccccc3n12
 : -0.2, 4, 0.4, -8
[40] O=S(=O)(Nc1ccncc1)c1cccc2nsnc12
 : -0.1, -2, -1.5, 1

Part of the list above in order of SMILES length, descending:
Every second line gives: FBW7 act, TEAD-YAP inh, GPR151 ag, MITF inh
[37] COC(=O)c1ccc(Cl)c(NC(=O)CSc2nnc(-c3ccncc3)o2)c1
 : 0.1, 2, 0.2, 11
[32] CCc1nnc(N/N=C/c2ccccc2C(F)(F)F)n1N
 : -1.6, -6, -0.5, 5
[30] CC(=O)N/N=C/c1cccc(C(F)(F)F)c1
 : -0.1, 8, 0.7, 11

New compounds follow:
Every second line gives: FBW7 act, TEAD-YAP inh, GPR151 ag, MITF inh
[41] CN(C)/C=C(\C#N)C(=O)Nc1ccc(O)cc1F
 : 0.0, -2, -3.0, 6
[42] CC1SC(c2ccccc2)N(CC(O)c2ccc([N+](=O)[O-])cc2)C1=O (centres undefined)
 : 0.0, 18, 1.9, 10
[43] COc1ccc(-c2cn(-c3ccc(F)cc3)c(=O)[nH]2)cc1OC
 : 0.1, 8, -0.1, 10
[44] COCCC1=NN(C(=O)c2cc(-c3cccs3)nc3ccccc23)C(O)(C(F)(F)F)C1 (centres undefined)
 : 0.6, 5, 1.6, 7
[45] CCCCNC(=O)/C(=C/c1ccco1)NC(=O)c1ccccc1I
 : -0.2, 10, 9.2*, 6
[46] O=C(O)CCCN=C1NC(=O)/C(=C/c2ccccc2C(F)(F)F)S1
 : 0.0, 8, 1.5, 1
[47] CCCCOc1ccc(C2C(C#N)=C(N)OC3=C2C(=O)CCC3)cc1 (centres undefined)
 : 0.3, 4, -1.1, 7
[48] O=C(/C=C/c1ccc(Cl)cc1)N1CCN(Cc2ccc3c(c2)OCO3)CC1
 : 0.1, -1, 0.7, 13
[49] Cc1cc(C)n(-c2cccc(CN3CCN(Cc4cccs4)C(CCO)C3)c2)n1 (centres undefined)
 : 0.0, 10, -0.9, 3
[50] N#CCCn1c(=O)oc2cc(Br)ccc21
 : 0.1, 4, 1.0, 5
[51] CCOc1ccc(S(=O)(=O)NCc2ccco2)cc1C
 : 0.0, 4, 0.1, 4
[52] NNC(=O)CC(=O)Nc1nc2ccccc2s1
 : -0.3, -2, -1.2, 40
[53] COc1cccc(N2C(=O)CNC2=S)c1
 : 0.0, 1, 0.0, -2
[54] CC1CCN(Cc2nnnn2CCCC(=O)NCCc2cn3ccsc3n2)CC1
 : 0.1, -9, -0.3, 15
[55] Cc1cc(=O)oc2cc(OC(=O)c3cncc(Br)c3)ccc12
 : 0.1, 0, -0.7, 3
[56] CS(=O)(=O)c1ncc(Cl)c(C(=O)Nc2ccccc2Cl)n1
 : 0.0, -16, -0.2, -6
[57] COC(=O)c1c(C)oc2ccc(N(C(C)=O)S(=O)(=O)c3ccc(Cl)c([N+](=O)[O-])c3)cc12
 : 0.0, 2, 1.2, 14
[58] CC(=O)Oc1cccc(C(=O)NN2C(=O)c3ccccc3C2=O)c1
 : 0.9, 3, -1.7, 7
[59] N#C/C(=C\c1cc2c(cc1Br)OCO2)c1ccc(C(=O)O)cc1
 : 0.2, -4, -0.4, -15
[60] Nc1c(N=Nc2ccc(-c3ccc(N=Nc4cc(S(=O)(=O)O)c5ccccc5c4N)cc3)cc2)cc(S(=O)(=O)O)c2ccccc12
 : -0.6, 2, -3.6, 23

Record cards, from the list above.
NNC(=O)CC(=O)Nc1nc2ccccc2s1 in the list: FBW7 act: -0.3; TEAD-YAP inh: -2; GPR151 ag: -1.2; MITF inh: 40
CS(=O)(=O)c1ncc(Cl)c(C(=O)Nc2ccccc2Cl)n1 in the list: FBW7 act: 0.0; TEAD-YAP inh: -16; GPR151 ag: -0.2; MITF inh: -6

The list continues:
Every second line gives: FBW7 act, TEAD-YAP inh, GPR151 ag, MITF inh
[61] O=C(O)CC(Oc1ccc(Cl)cc1Cl)C(=O)O (centres undefined)
 : 0.2, -6, -1.6, 23
[62] Cc1cccc(-n2c(O)c(C=Nc3ccccc3O)c3ccccc3c2=O)n1
 : -0.2, 12, -1.7, -4
[63] COc1cccc(CNC(=O)Cn2ccc([N+](=O)[O-])n2)c1
 : -0.3, -4, 0.6, -4
[64] CCSCCOC(=O)C1=C(C)NC2=C(C(=O)CCC2)C1c1ccc(O)cc1 (centres undefined)
 : 0.0&0.1, -1&0, 1.4&-0.4, 4&2
[65] COCCCNC(=O)CCS(=O)(=O)c1cc2c(cc1Cl)NC(=O)CO2
 : 0.0, 10, 1.7, 4
[66] CC(=O)OC1(c2ccccn2)COc2ccccc2O1 (centres undefined)
 : -0.1, -4, 0.4, 1
[67] CN(CC(=O)NNS(C)(=O)=O)S(=O)(=O)c1ccc(Cl)cc1
 : 0.1, 3, -0.5, 1
[68] COc1ccc(OC)c(/C=C2\N=C(c3ccc(Cl)cc3)OC2=O)c1
 : -0.2, -6, 0.4, -2
[69] O=C(Nc1ccccc1C(F)(F)F)N1CCC(n2c(=O)[nH]c3ccccc32)CC1
 : 0.0, 4, 0.8, 13
[70] CCOc1ccccc1C1C(C(=O)OC2CCCCC2)=C(C)NC2=C1C(=O)CC(C)(C)C2 (centres undefined)
 : -0.2, -2, 1.7, -6
[71] COC(=O)c1ccc(NC(=O)c2cccc3c2SCCC3=O)cc1
 : -0.1, -3, 0.5, 5
[72] COc1ccc(Cl)cc1NC(=O)c1c(-c2c(Cl)cccc2Cl)noc1C
 : 0.1, 4, 2.3, -4
[73] O=C(Cc1ccc(F)cc1)Nc1ccc(CN2CCN(c3ccccn3)CC2)cc1
 : 0.5, 8, -0.3, 6
[74] CCOc1ccc(NC(=O)CC2SCCNC2=O)cc1 (centres undefined)
 : 1.5, -1, -3.2, 15
[75] Nc1nc(SCC(=O)NC2CCCCC2)[nH]c(=O)c1NC(=O)c1ccco1
 : -0.1, -6, 0.3, 2
[76] Cc1ccc(CN2CCc3nnc(CCNC(=O)C(C)C)n3CC2)c(C)c1
 : -0.1, 4, -1.0, 4
[77] CC1CCN(C(=O)C2CCCN2c2nnc(N3CCCC3=O)s2)CC1 (centres undefined)
 : 0.8, 5, 0.8, 9
[78] O=C1CCCC2=C1C(c1cccc3ccccc13)c1c(ccc3ncccc13)N2 (centres undefined)
 : 0.1, -1, -1.9, 24
[79] C/C(=C\C(=O)c1ccc(Br)cc1)Nc1ccc(O)cc1
 : -0.2, 3, 2.2, 3
[80] CSc1ccccc1NC(=O)C(C)n1nc(C)c([N+](=O)[O-])c1C (centres undefined)
 : 0.1, 11, 1.7, 7

Shown as tab-separated lines: entries from further up.
No.	SMILES	FBW7 act	TEAD-YAP inh	GPR151 ag	MITF inh
76	Cc1ccc(CN2CCc3nnc(CCNC(=O)C(C)C)n3CC2)c(C)c1	-0.1	4	-1.0	4
61	O=C(O)CC(Oc1ccc(Cl)cc1Cl)C(=O)O (centres undefined)	0.2	-6	-1.6	23
70	CCOc1ccccc1C1C(C(=O)OC2CCCCC2)=C(C)NC2=C1C(=O)CC(C)(C)C2 (centres undefined)	-0.2	-2	1.7	-6

Rewritten as a markdown table: entries from further up.
| # | molecule | FBW7 act | TEAD-YAP inh | GPR151 ag | MITF inh |
| --- | --- | --- | --- | --- | --- |
| 69 | O=C(Nc1ccccc1C(F)(F)F)N1CCC(n2c(=O)[nH]c3ccccc32)CC1 | 0.0 | 4 | 0.8 | 13 |
| 75 | Nc1nc(SCC(=O)NC2CCCCC2)[nH]c(=O)c1NC(=O)c1ccco1 | -0.1 | -6 | 0.3 | 2 |
| 67 | CN(CC(=O)NNS(C)(=O)=O)S(=O)(=O)c1ccc(Cl)cc1 | 0.1 | 3 | -0.5 | 1 |
